Rac1 mut GTP: alters GTP binding to activated mutant human Rac1; P63000; GST-Rac1 activated beads, fluorescent GTP binding, flow cytometry; actives lie on both sides; 100% means binding = to untreated wells; percent activity (GTP binding), % at 10 µM; 0.11% of 190,000 active;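 active = GTP binding at least 20 percentage points away from the 100% baseline, in either direction, so actives lie on both sides; inconclusive = Compound likely fluorescent itself, or too few beads counted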
Rab2 wt GTP: changes GTP binding to wildtype dog Rab2A, up or down; P61105; GST-Rab2 wt beads, Bodipy-GTP binding, flow cytometry; GTP binding activity, % at 10 µM; 0.19% of 190,000 active;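 active = GTP binding activity at least 20 points away from 100%, either lowered or raised; inconclusive = signal likely due to the compound's own green fluorescence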;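 note: 0% = beads with excess unlabeled GTP and 100% = no-compound control corrected for plate trend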
Rac1 wt modul: human Rac1 wildtype GTP binding, inhibitors and activators; GTP binding activity (% of control), % at 10 µM; 0.27% of 190,000 active; AID 757; P63000; GST-Rac1 beads, fluorescent GTP binding, flow cytometry; actives lie on both sides; 0 = cold GTP competed, 100 = untreated;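 active = GTP binding activity at least 20 points away from the 100% control level, either lower or higher; inconclusive = compound flagged as likely green fluorescent, judged across all proteins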
Mcl1 Noxa PPI: disrupts binding of human Mcl-1 to Noxa peptide; Q07820; TR-FRET Mcl-1/Noxa peptide binding, 2 h; inhibition, % at 21.7 µM; 1.5% of 220,000 active; AID 1022;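 active = compounds that cut the protein-peptide binding signal by more than 50% relative to plate controls in a single-dose test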;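 note: His-tagged Mcl-1 with rhodamine Noxa BH3 peptide and terbium anti-His antibody; 0% = Mcl-1 plus Noxa peptide wells and 100% = peptide-only wells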
Target sequence (Q07820 whole entry, looked up): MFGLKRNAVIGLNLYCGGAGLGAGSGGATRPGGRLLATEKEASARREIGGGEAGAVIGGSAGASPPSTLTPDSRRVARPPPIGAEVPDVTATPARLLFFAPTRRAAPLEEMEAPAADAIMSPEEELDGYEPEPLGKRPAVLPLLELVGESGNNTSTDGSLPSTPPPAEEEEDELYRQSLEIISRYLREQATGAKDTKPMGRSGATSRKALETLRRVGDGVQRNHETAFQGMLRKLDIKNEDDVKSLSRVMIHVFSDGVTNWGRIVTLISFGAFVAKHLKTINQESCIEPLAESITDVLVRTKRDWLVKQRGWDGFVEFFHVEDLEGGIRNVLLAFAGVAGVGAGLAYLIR
Mcl1-Bid inh: Mcl-1/Bid interaction inhibition; inhibition, % at 21.7 µM; 0.97% of 220,000 active; AID 1021; TR-FRET Mcl-1/Bid-Dy647 peptide binding, 1536-well;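 active = compounds that cut the binding signal by more than half at the single screening dose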;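 note: His-tagged Mcl-1 with europium anti-His antibody binding Bid BH3 peptide; 0% = Mcl-1 plus peptide wells and 100% = peptide-only wells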
Pf gamet viab: P. falciparum stage V gametocyte viability inhibition; AID 743093; 0.065% of 150,000 active; inhibition, % at 10.9 µM; P. falciparum stage V gametocytes, ATP luminescence, 24 h;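 active = inhibition above the mean plus 3 SD of compounds within the control limits, set per campaign, cut at about 38% in these data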;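 note: 0% = DMSO wells and 100% = medium only without gametocytes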
Cdc42 wt GTP: human Cdc42 wildtype GTP binding change, either direction. P60953. AID 761. 0.2% of 190,000 active. GST-Cdc42 beads, Bodipy-GTP binding, flow cytometry; actives lie on both sides. percent activity (GTP binding), % at 10 µM;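 active = percent activity GTP binding at least 20 points away from the 100% baseline, either down as inhibitor or up as activator; inconclusive = compound flagged as likely green fluorescent from well-wide comparison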;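 note: median bead fluorescence of bound Bodipy-FL-GTP at 100 nM; 0% = excess unlabeled GTP control and 100% = no compound control; below 100% means less GTP binding so inhibitor and above means activator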
Target sequence (P60953 whole entry, looked up): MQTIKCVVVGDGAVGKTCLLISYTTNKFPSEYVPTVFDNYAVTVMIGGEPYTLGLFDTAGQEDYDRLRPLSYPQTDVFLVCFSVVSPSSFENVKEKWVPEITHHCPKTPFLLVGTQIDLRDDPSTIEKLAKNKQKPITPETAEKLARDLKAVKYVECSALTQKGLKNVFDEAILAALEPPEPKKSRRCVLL
Mcl-1 Bim block: disrupts Bim peptide binding to human Mcl-1 | Bead-based flow cytometry, Bim peptide-Mcl-1 binding | AID 1009 | Q07820 | inhibition, % at 10 µM | 0.1% of 190,000 active; in the data active = inhibition above about 40%;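 note: 0% = no compound tracer wells and 100% = peptide blocker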
HRas wt GTP bind: changes GTP binding to wildtype human HRas | P01112 | GST-Ras wt beads, Bodipy-FL-GTP binding, flow cytometry; actives lie on both sides | GTP binding activity, % at 10 µM | 0.14% of 190,000 active | AID 759;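 active = GTP binding activity at least 20% away from the 100% baseline, either lowered as inhibitor or raised as activator; inconclusive = flagged as likely green fluorescent, judged across all proteins in the well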;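 note: 0% = unlabeled GTP competition control and 100% = no-compound control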
Target sequence (P01112 whole entry, looked up): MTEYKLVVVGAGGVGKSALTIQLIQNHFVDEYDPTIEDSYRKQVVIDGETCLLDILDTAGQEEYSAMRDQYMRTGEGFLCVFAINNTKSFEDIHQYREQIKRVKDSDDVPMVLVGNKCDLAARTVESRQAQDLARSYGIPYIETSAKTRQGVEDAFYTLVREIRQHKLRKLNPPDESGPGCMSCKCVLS
RGS8-Gao reg: regulators of human RGS8-Galphao interaction; 0.34% of 220,000 active; response (percent of control binding), % at 10 µM; multiplexed bead flow cytometry, RGS8-Galphao binding; actives lie on both sides; AID 1423; P09471; in the data active = response below about 60% or above about 140%; inactive = in between;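 note: Galphao activated as the GDP aluminium fluoride complex binding bead-coupled RGS8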
Target sequence (P09471 whole entry, looked up): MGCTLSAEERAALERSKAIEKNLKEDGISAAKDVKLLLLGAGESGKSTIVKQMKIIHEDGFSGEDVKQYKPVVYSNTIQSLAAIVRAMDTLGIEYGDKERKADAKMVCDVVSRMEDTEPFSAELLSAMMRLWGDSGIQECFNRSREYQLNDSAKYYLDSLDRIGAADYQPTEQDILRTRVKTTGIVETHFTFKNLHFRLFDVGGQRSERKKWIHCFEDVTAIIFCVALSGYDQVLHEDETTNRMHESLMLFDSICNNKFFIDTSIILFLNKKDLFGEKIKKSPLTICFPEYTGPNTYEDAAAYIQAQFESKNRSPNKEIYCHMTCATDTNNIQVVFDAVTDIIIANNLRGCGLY
Rab7 wt modul: alters GTP binding to wildtype dog Rab7 | 0.055% of 190,000 active | GST-Rab7 beads, fluorescent GTP binding, flow cytometry; actives lie on both sides; untreated = 100%, excess cold GTP = 0% | AID 758 | GTP binding activity (percent of control), % at 10 µM;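 active = fluorescent GTP binding to Rab7 beads changed by at least 20 points from the 100% baseline, either direction, mostly lower; inconclusive = compound itself probably fluorescent, or too few beads counted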;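 note: median green fluorescence of bound Bodipy-FL-GTP per Rab7 bead population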
An asterisk follows results filed as active; ? = inconclusive; . = not tested or not shown. The order is random; 2.9% or so of the library scored in one or more.

SMILES	Rac1 mut GTP	Rab2 wt GTP	Rac1 wt modul	Mcl1 Noxa PPI	Mcl1-Bid inh	Pf gamet viab	Cdc42 wt GTP	Mcl-1 Bim block	HRas wt GTP bind	RGS8-Gao reg	Rab7 wt modul
COc1ccc(OC)c(S(=O)(=O)N2CCC(C(=O)N3CCN(Cc4ccccc4)CC3)CC2)c1	100	98	105	1	5	.	104	0	100	101	101
O=C(c1cccnc1)N1N=C(C2CC2)CC1(O)C(F)(F)F (stereo unspecified)	99	100	103	3	-20	.	97	-2	99	102	96
O=C(CN(c1ccc(Cl)c(C(F)(F)F)c1)S(=O)(=O)c1ccccc1)N/N=C/c1cccc2c1OCCO2	96	101	102	11	-9	-14	100	-3	99	100	101
O=C(CCC1N=C2c3ccccc3N=C(SCc3ccc(F)cc3)N2C1=O)NCc1ccco1 (stereo unspecified)	97	98	99	17	-7	.	100	-5	100	92	101
O=C(CCNS(=O)(=O)c1c(Cl)cccc1Cl)OCC(=O)c1ccccc1	98	97	104	17	-24	6	98	-3	100	103	96
COc1ccc2c(c1)C1CC(C)(NC(=O)C1C(=O)c1ccccc1)O2 (stereo unspecified)	96	98	93	9	-21	-68	98	-9	97	102	96
CC(=O)N1N=C(c2cccnc2)OC1c1ccc(C(C)C)cc1 (stereo unspecified)	96	98	100	-14	-17	22	95	3	99	109	100
COc1ccc(OC)c(NC(=O)CN(Cc2ccc(Cl)cc2)S(C)(=O)=O)c1	93	95	97	13	-12	.	98	-3	95	102	93
Cc1cnc(NC(=O)CSc2nnc(-c3ccncc3)n2C2CCCCC2)s1	100	99	103	9	-1	1	101	0	101	102	97
O=C(CON=C1c2ccccc2-c2ccccc21)NC12CC3CC(CC(C3)C1)C2	99	97	102	-1	-9	-2	96	-2	100	86	100
COc1ccc(CNc2nc(SC)n[nH]2)cc1OC	96	96	96	-4	-21	13	95	-3	99	97	101
CCOC(=O)c1c2n(c3ccc(O)cc13)CCCCC2	97	98	100	3	-17	-22	99	0	98	102	99
Cc1cc(C)nc(NC(=O)c2cc(Br)ccc2Cl)n1	99	99	98	5	7	-38	95	0	97	100	95
Cc1cc(N2CCN(S(=O)(=O)c3ccc4c(c3)OCCO4)CC2)n2ncnc2n1	96	97	100	10	-8	-9	98	-3	100	98	97
CC(=O)n1cc([C@H]2C=C(C(=O)N3CCN(Cc4ccc5c(c4)OCO5)CC3)O[C@@H](OCc3ccc(CO)cc3)C2)c2ccccc21	96	96	100	8	9	.	93	-5	96	97	105
Cc1cccc(-n2c(SCC(N)=O)nnc2-c2ccccn2)c1C	?	?	?	-5	3	6	?	-1	?	102	?
COC(=O)c1cc(NC(=O)Nc2ccccc2)ccc1Cl	97	97	101	-3	-16	4	96	-2	97	101	97
COc1ccccc1C1CN(c2ccccc2)N=C1c1cccs1 (stereo unspecified)	98	96	101	2	-19	-16	98	-2	98	100	100
CCOc1ccc(-c2n[nH]c(=S)n2/N=C/c2cc3c(cc2[N+](=O)[O-])OCO3)cc1	90	91	94	49	-33	.	91	-10	94	99	94
O=C(NCc1cccnc1)c1ccc(-c2ccc(Cl)cc2)o1	94	96	97	9	-33	-16	95	-3	96	100	94
COc1ccc(C2C(=O)N(C3CCCCC3)CC(=O)N2Cc2ccc3c(c2)OCO3)cc1 (stereo unspecified)	101	101	105	3	-35	.	101	-2	99	94	101
CC(C)CCn1cnc2c(cnn2-c2ccc(Cl)cc2)c1=O	98	99	105	10	-36	.	105	-9	99	97	97
Cc1ccccc1C(=O)NCCN1CCOCC1	95	97	98	-2	-16	27	98	-2	96	102	99
O=C(CN1CCN(c2ccc(O)cc2)CC1)Nc1cc(S(=O)(=O)N2CCCC2)ccc1Cl	93	97	96	57*	-91	23	97	-1	97	96	102
Cc1ccsc1/C=N/NC(=O)c1cccc(S(=O)(=O)Nc2ccccc2Cl)c1	94	93	97	17	-4	10	99	-2	94	105	96

Going on with the list:
SMILES	Rac1 mut GTP	Rab2 wt GTP	Rac1 wt modul	Mcl1 Noxa PPI	Mcl1-Bid inh	Pf gamet viab	Cdc42 wt GTP	Mcl-1 Bim block	HRas wt GTP bind	RGS8-Gao reg	Rab7 wt modul
Cc1ccc(-c2csc(NC(=O)CSc3nc(C)cc(=O)[nH]3)n2)cc1	96	94	96	16	-17	-1	95	-1	96	98	95
C/C(=C/C(=O)N1CCN(C)CC1)C(=O)O	97	96	102	10	1	.	100	-2	99	125	99
O=C1NC(=O)/C(=C\c2ccccc2OCc2ccc([N+](=O)[O-])cc2)N1	100	98	101	32	-5	10	100	-1	97	104	95
Cc1ccc(S(=O)(=O)NCC(=O)N(CC(=O)NCc2ccco2)Cc2ccc3c(c2)OCO3)cc1	99	98	101	-30	-58	2	100	-4	101	97	100
CCOC(=O)c1c(NC(=O)C(F)(OC)C(F)(F)F)sc(C(=O)N2CCCCC2)c1C (stereo unspecified)	101	99	105	-4	2	.	105	0	104	100	96
CS(=O)(=O)c1ccc(S(=O)CC(=O)OCc2ccccc2)c([N+](=O)[O-])c1 (stereo unspecified)	88	89	89	-10	-42	-17	88	-3	91	95	98
COc1ccc(-n2c(N)c(Br)c(=O)[nH]c2=O)cc1	99	98	104	-12	-3	-15	99	-3	100	95	94
Cn1c(CCNC(=O)c2ccc(Cl)cc2)n[nH]c1=S	100	101	99	1	-73	.	100	0	100	103	101
CN1CCCC(CC2Oc3ccccc3Sc3ccccc32)C1 (stereo unspecified)	99	102	102	23	17	-5	99	-7	100	100	100
COCCOC(=O)C1=C(C)N=C2SCCC(=O)N2C1c1ccc(C(=O)OC)cc1 (stereo unspecified)	98	100	102	10	9	10	103	-1	99	100	98
O=C(Nc1ccc2c(c1)nc1n2CCN(Cc2ccccc2)C1)NC1CCCCC1	100	102	104	9	-14	-24	103	0	101	101	103
Cn1c(CN2CCOCC2)nc2cc(NC(=O)COc3ccc([N+](=O)[O-])cc3)ccc21	95	99	99	9	-32	-4	103	0	97	99	103
CCOc1ccc(S(=O)(=O)Nc2cccc(N(C)S(C)(=O)=O)c2)cc1	98	100	99	5	-21	22	99	-1	101	101	99
CCCC(=O)N1CCN(c2ccc(NC(=O)c3cc4ccccc4o3)cc2Cl)CC1	93	93	92	4	3	.	91	2	94	97	92
CCOc1ccc(-c2nnc(-c3ccccc3)o2)cc1	93	94	97	1	-13	.	91	0	95	99	92
CCOC(=O)c1c(NC(=O)c2ccnn2C)sc(C)c1C	98	102	108	-16	-37	.	104	0	104	101	99
CN1C2C=C3C(C#N)=C(N)C(C#N)(C#N)[C@@H](c4cccs4)C3C1CC2 (stereo partly specified)	95	97	98	10	-18	-23	97	-5	96	102	98
CCn1ccnc1CN1CCCC(C(=O)c2ccc3cc(OC)ccc3c2)C1 (stereo unspecified)	94	95	99	17	-1	2	96	-1	95	100	94
O=C(CSc1nnc(C2CCCCC2)o1)N1CCCCC1	99	99	99	-2	1	-33	99	-3	99	106	99
COc1ccc(CN(C)CC(=O)Nc2cc3oc4ccccc4c3cc2OC)c(OC)c1	98	101	100	-10	-19	2	96	-2	100	102	99
COc1cc(CNc2nc3ccccc3[nH]2)cc(OC)c1OC	98	101	104	8	-7	6	102	0	100	.	98
NC(=O)c1c(NC(=O)c2ccc(S(=O)(=O)N3CCOCC3)cc2)sc2c1CCCCC2	98	101	101	18	3	3	101	-7	100	102	100
CC(C)Oc1cccc(C(=O)NC(=S)Nc2ccc(Cl)c(C(=O)O)c2)c1	97	98	101	-5	-12	5	100	-3	99	99	101
Cc1ccc(C(=O)Nc2cccc(N(C)S(C)(=O)=O)c2)cc1S(=O)(=O)Nc1ccccc1	99	101	102	7	-46	.	99	0	102	105	97
Cc1ccccc1OCCCC(=O)Nc1nccs1	100	99	103	10	-12	.	103	1	101	98	99

The list continues.
SMILES	Rac1 mut GTP	Rab2 wt GTP	Rac1 wt modul	Mcl1 Noxa PPI	Mcl1-Bid inh	Pf gamet viab	Cdc42 wt GTP	Mcl-1 Bim block	HRas wt GTP bind	RGS8-Gao reg	Rab7 wt modul
c1ccc(-c2csc3ncnc(N4CCOCC4)c23)cc1	99	98	102	-3	-13	13	98	-2	98	100	102
N#Cc1c(NC(=O)C2CC(Cl)=CCC2C(=O)O)sc2c1CCCC2 (stereo unspecified)	89	91	91	11	-40	8	88	3	92	103	96
CCCCCCNC(=O)C(C#N)c1nc2ccccc2nc1N1CCOCC1 (stereo unspecified)	101	103	103	-56	-25	.	104	-3	102	98	103
CN1CCCN(C(c2ccccc2)c2ccc(Cl)cc2)CC1 (stereo unspecified)	101	100	102	38	30	.	104	-2	100	103	94
CCC(C)Nc1nc2c(c(=O)[nH]c(=O)n2C)n1CCC(C)C (stereo unspecified)	101	102	108	-11	-32	.	103	-3	102	99	103
Cc1ccc(-c2n[nH]c(=S)n2/N=C\c2ccco2)cc1	96	97	97	27	-44	17	96	-6	97	102	94
COc1ccc(CCNC(=O)CSc2nc(N)c(C#N)c(-c3cccs3)c2C#N)cc1OC	96	100	102	10	-13	.	99	-1	100	100	103
CCc1nc2ccc(C(=O)O)cc2nc1CC	100	97	97	4	-42	.	95	-1	95	93	93
O=C(Cc1ccc([N+](=O)[O-])cc1)N/N=C/c1ccco1	98	98	100	13	-20	-9	96	-1	97	94	105
Cc1ccc2c(c1)c(N=NC(N)=O)c(O)n2C	?	?	?	-1	6	15	?	1	?	102	?
O=C(NCc1ccco1)c1sc2cccc(F)c2c1Cl	98	101	101	7	-24	.	102	-1	99	105	99
CC1(C)NC(=O)N(CC(O)Cn2nnc3ccccc32)C1=O (stereo unspecified)	97	100	107	3	9	-17	105	-1	102	101	101
Cc1cccn2cc(-c3ccc(S(=O)(=O)N4CCOCC4)cc3)nc12	98	100	102	7	-11	-2	102	3	101	99	102
CC(C)c1onc(C(=O)NC2CCCC2)c1[N+](=O)[O-]	97	95	99	9	-7	18	96	0	95	104	97
O=C(O)CCC(=O)N1CCc2cc(S(=O)(=O)Nc3ccc4c(c3)OCCO4)ccc21	101	101	104	2	-30	.	97	-1	99	104	98
CC(C)CCn1c(Oc2ccccc2Cl)nc2c1c(=O)n(C)c(=O)n2C	102	105	102	-4	-15	.	107	-4	105	101	105
CN(c1ccc(C(=O)NCCSC(C)(C)C)cc1)S(=O)(=O)c1ccccc1	95	97	101	6	-34	-8	97	-2	99	99	104
Nn1c(SCC(=O)NC(=O)NCc2ccccc2)nnc1C1CC1	102	103	105	4	-4	.	105	-1	105	103	102
Cc1cccc(NC(=O)C2CCCN(S(=O)(=O)c3c(C)nn(C)c3C)C2)n1 (stereo unspecified)	98	101	103	15	-12	.	100	-2	100	96	103
C=CCn1cc([N+](=O)[O-])nc1C	100	97	102	2	-11	8	101	-4	100	101	97

High-throughput results (PubChem)
